Screens as filed in PubChem BioAssay.
Tau fibril FP = qHTS for Inhibitors of Tau Fibril Formation, Fluorescence Polarization; Microtubule-associated protein tau (Homo sapiens), P10636; K18 P301L tau heparin fibrillization, Alexa594 FP, 6 h; Potency, µM (titrated, usually from 57.7 µM), without a hit: at the top dose activity, negative = inhibition, actives largely listed as inhibitors; 0.39% of 280,000 active; also: % is scaled to controls: 0 for no effect and ±100 for the full control effect; nearly all actives have a fitted effect of over 55% in size
Target sequence (P10636 561-689 P618L limits assumed): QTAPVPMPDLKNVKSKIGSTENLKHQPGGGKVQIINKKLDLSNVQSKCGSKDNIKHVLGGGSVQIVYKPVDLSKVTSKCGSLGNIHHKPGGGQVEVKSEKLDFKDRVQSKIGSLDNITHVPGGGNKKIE
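FP of Alexa 594-tau after heparin (20 uM) induction. Substrate: human K18 P301L, 15 uM unlabeled, 0.24 uM labeled. Buffer 100 mM sodium acetate pH 7. 6 hr, 37 C.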
aGal spleen mod = qHTS Assay for Inhibitors and Activators of Human alpha-Galactosidase From Spleen Homogenate | 0.008% of 240,000 active | Potency, µM (titrated, usually from 80 µM), inactives show top-dose activity change, negative = inhibition, hits mostly inhibitors | AID 2107, 2009 | human spleen homogenate, 4MU-alpha-Gal fluorescence, 40 min | Alpha-galactosidase A (Homo sapiens), P06280;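 also: 0% = enzyme with vehicle and -100% = no enzyme basal signal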
Target sequence (P06280 32-429 limits assumed): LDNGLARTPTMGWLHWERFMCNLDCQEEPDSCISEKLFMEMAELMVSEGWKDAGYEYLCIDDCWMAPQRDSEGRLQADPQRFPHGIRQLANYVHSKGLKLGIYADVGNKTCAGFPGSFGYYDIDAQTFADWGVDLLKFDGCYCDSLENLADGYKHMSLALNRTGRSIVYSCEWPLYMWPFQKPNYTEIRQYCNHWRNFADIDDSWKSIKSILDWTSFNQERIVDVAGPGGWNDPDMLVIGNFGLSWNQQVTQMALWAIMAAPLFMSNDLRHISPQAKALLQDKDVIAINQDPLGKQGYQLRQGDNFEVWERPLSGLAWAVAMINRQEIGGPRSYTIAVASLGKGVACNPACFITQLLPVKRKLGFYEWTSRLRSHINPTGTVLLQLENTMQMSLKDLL
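Fluorogenic readout (Ex 365/Em 440 nm) of 4-methylumbelliferone released from 1 mM 4-MU-alpha-galactoside by spleen homogenate, 40 min at 37C, pH 5.0. Data normalized to no-enzyme and enzyme controls; Hill-equation AC50 from compound titrations.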
Tau fluor cs = Counterscreen qHTS for Inhibitors of Tau Fibril Formation, Fluorescence Polarization; tau K18 P301L Alexa594 fluorescence, heparin fibrillization; Potency, µM (series often up to 57.7 µM), inactives show at the highest dose activity change, negative = decrease; 0.93% of 280,000 active; also: % is scaled to controls: 0 for no effect and ±100 for the full control effect; nearly all actives have a fitted effect of over 55% in size
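Human tau K18 P301L (15 uM unlabeled, 0.24 uM Alexa 594-labeled) in 100 mM sodium acetate pH 7 with 20 uM heparin, 6 hr at 37 C. ThT 30 uM added, 1 hr ambient; Alexa 594 FP and total fluorescence read at 555/632 nm.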
GAA inh = qHTS Assay for Inhibitors of Human alpha-Glucosidase as a Potential Chaperone Treatment of Pompe Disease | Lysosomal alpha-glucosidase (Homo sapiens), P10253 | purified human GAA, 4-MU-alpha-glucoside fluorescence | Potency, µM (doses to about 76.9 µM), inactives show at the highest dose activity change, negative = inhibition, most hits filed as inhibitors | 0.005% of 200,000 active | AID 1466, 2008;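 also: plate controls were uninhibited enzyme wells for no effect and no-enzyme background for full effect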
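Enzyme (4 nM final) mixed with compound (up to 77 uM), then 4-MU-alpha-D-pyranoside (400 uM final) added; 20 min at room temperature, pH 5.0. Reaction stopped at pH 10, fluorescence read, AC50 derived by Hill fit.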
GAA spleen mod = qHTS Assay for Inhibitors and Activators of Human alpha-Glucosidase From Spleen Homogenate; 0.006% of 240,000 active; AID 2112, 2009; Potency, µM (series often up to 79.9 µM), for the others: top-dose activity change, negative = inhibition, actives largely listed as inhibitors; human spleen homogenate, 4-MU-alpha-glucoside fluorescence;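 also: 0% = enzyme with vehicle and -100% = no enzyme basal signal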
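Human spleen homogenate (1 ug) with 4-methylumbelliferyl-alpha-D-glucopyranoside (1 mM final) in 50 mM citrate/phosphate pH 5.0, 0.01% Tween-20; 40 min at 37 C. Stopped at pH 10; 4-MU fluorescence Ex 365/Em 440 nm; AC50 by Hill fit.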
GAA glycogen = qHTS Assay for Inhibitors and Activators of Human alpha-Glucosidase Cleavage of Glycogen; recombinant GAA, glycogen substrate, Amplex Red glucose oxidase fluorescence; Potency, µM (titrated, usually from 76.4 µM), inactives show at the top dose activity change, negative = inhibition, most hits filed as inhibitors; 0.38% of 300,000 active; AID 2100, 2009;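 also: 0% = full enzyme reaction and -100% = no-enzyme basal signal; the screen sought inhibitors and activators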
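Natural-substrate format: glycogen cleavage by 4 nM human enzyme, glucose read by Amplex Red coupling (Ex 573, Em 610 nm). Normalized to enzyme and no-enzyme controls.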
HTT cytoprotect = qHTS Multiplex Assay to Identify Dual Action Probes in a Cell Model of Huntington: Cytoprotection (ATP); PC12 HTT-Q103 induced, cytoprotection, ATP luminescence, 40 h; Potency, µM (doses to about 56.4 µM), inactives show cytoprotection (ATP increase), usual class: activators; 0.14% of 230,000 active;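 also: % of control where 0% means no effect; nearly all actives have a fitted effect of over 45% in size; toxic huntingtin expression switched on by the ecdysone agonist tebufenozide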
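Quantitative HTS on tebufenozide-induced (100 nM) PC12 cells expressing HTTQ103 exon 1–GFP; compounds tested as a concentration series; survival measured via cellular ATP.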
Tau ThT inhib = qHTS for Inhibitors of Tau Fibril Formation, Thioflavin T Binding; Microtubule-associated protein tau (Homo sapiens), P10636; Potency, µM (top dose mostly 57.4 µM), without a hit: at the top dose activity, negative = inhibition, usual class: inhibitors; 2.1% of 270,000 active; recombinant tau K18 P301L (four-repeat tau fragment), heparin-induced fibrillization, ThT fluorescence; also: % is scaled to controls: 0 for no effect and ±100 for the full control effect; nearly all actives have a fitted effect of over 55% in size
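Heparin-induced (20 uM) aggregation of recombinant human K18 P301L tau, 15 uM unlabeled with 0.24 uM labeled, pH 7 acetate buffer, 6 hr at 37 C with compound. Fibrils quantified by 30 uM ThT fluorescence after 1 hr ambient incubation.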
Numbers without * were called inactive; ? = inconclusive; · = no result given; [ ] = dose if it differs, or a comment. Calls follow the shape of the dose curve; as a rule, active = well fitted curve in the direction sought with a large enough effect; inconclusive = small, poorly fitted or top-dose-only effect, or another doubt; inactive = no such curve, though single readings can be large; an effect the other way counts as inactive or inconclusive. Potency is read from the fitted curve at half-maximal effect.

Below each compound: Tau fibril FP, aGal spleen mod, Tau fluor cs, GAA inh, GAA spleen mod, GAA glycogen, HTT cytoprotect, Tau ThT inhib
> COC(=O)c1ccc(C2/C(=C(/O)c3ccc(OC)cc3)C(=O)C(=O)N2CC2CCCO2)cc1 (stereo not drawn)
→ 8.5%, -1.0%, 2.8%, -4.0%, -3.0%, -1.5%, -18.5%[10 µM], -3.2%
> O=C(Cn1c2c(c(-c3ccccc3Cl)cc1=O)CCC2)NCCCN1CCOCC1
→ -0.2%, -5.2%, -14.0%, ·, -3.2%, 0.5%, 10.4%[10 µM], ·
> NC(=O)c1cnn(-c2cccc(Cl)c2)c1N
→ -0.1%, -1.0%, 1.2%, ·, -1.2%, 7.5%, 13.1%[10 µM], -0.4%
> CC1c2c([nH]c3ccccc23)CCC1C(=O)O (stereo not drawn)
→ 5.3%, 0.3%, 4.4%, 2.5%, -7.9%, 12.2%, 1.4%[0.074 µM], 1.8%
> COc1cccc(NC(=O)COC(=O)CCOc2ccccc2OC)c1
→ 8.4%, 0.3%, 1.5%, 7.9%, 3.7%, 22.7%, 14.5%, -2.1%
> OCCNCCSc1ccc(Cl)cc1
→ -7.1%, -1.2%, -4.1%, 1.2%, -1.4%, 8.5%, 8.3%[10 µM], -6.6%
> C/C(N)=C(/C#N)C(=O)COC(=O)c1ccc(O)cc1
→ 0.1%, -6.5%, 4.8%, -0.6%, -1.1%, -0.8%, -2.7%[10 µM], 5.9%
> COc1ccc(-c2ccn(-c3cccc(F)n3)n2)cc1
→ 1.5%, 5.2%, -15.3%, -4.6%, -6.5%, -23.6%, -41.8%[inhibitor], ?
> CCOC(=O)c1ccc(NC(=O)CCc2c(C)nc3c(c(C)nn3C)c2C)cc1
→ -11.9%, ·, -22.5%, ·, ·, 11.0%[76.3 µM], ·, ?
> O=C(NCCN1CCCCC1)/C(=N\O)c1ccccc1
→ -7.4%, -1.0%, -4.3%, 1.5%, 0.3%, 1.0%, -6.1%, -11.1%
> CC(NC(=O)c1ccc(Cn2cc([N+](=O)[O-])cn2)o1)c1ccccc1 (stereo not drawn)
→ -3.0%, 4.6%, -10.2%, 1.5%, 2.9%, 0.5%, -7.5%, -8.4%
> Cc1nc(CS(=O)(=O)c2ccccc2)cc(Sc2ccc(Cl)cc2Cl)n1
→ -2.8%, -1.7%, -20.0%, -1.5%, -9.8%, -0.3%, 31.8%[10 µM], -13.6%
> CCOC(=O)CNC(=O)O[C@@H]1C(=O)c2cc(Br)ccc2O[C@H]1c1ccc2c(c1)OCO2
→ 6.0%, 20.4%, -5.7%, ·, 4.2%, ·, -23.1%, -2.2%
> Cc1ccc(S(=O)(=O)n2c([N+](=O)[O-])cnc2C)cc1C
→ -0.7%, -14.5%, -9.7%, -4.3%, -3.7%, 17.8%, 16.9%[10 µM], -10.2%
> CCc1nnc(NC(=O)c2nc(SCc3ccc(F)cc3)ncc2Cl)s1
→ 9.5%, ·, -6.8%, ·, ·, -10.4%[76.3 µM], ·, -5.5%
> CC(C)(C)NCCOc1ccc2ccccc2c1
→ -0.8%, 2.9%, -5.8%, -3.0%, -2.0%, -5.2%, -4.9%, -5.6%
> CCOC(=O)C(NS(=O)(=O)c1ccccc1)(C(F)(F)F)P(=O)(OCC(C)C)OCC(C)C (stereo not drawn)
→ ?, 6.4%, -7.7%, 7.2%, 2.2%, 3.2%, 6.2%, ?
> Cc1cc(S(=O)(=O)NCCN2CCOCC2)c(C)s1
→ -1.2%, 10.5%, 3.6%, -2.0%, 5.0%, 2.3%, 11.9%[10 µM], 0.5%
> CCOc1cc(C2CC(=O)NC(SCC)=C2C#N)ccc1O (stereo not drawn)
→ -2.5%, -5.2%, -7.8%, 2.7%, -4.6%, 11.3%, -1.9%, -5.2%
> COc1ccc(S(=O)(=O)N2C3CCC2CC(NC(=O)C2CC2)C3)cc1 (stereo not drawn)
→ 0.3%, -1.5%, 4.0%, -3.6%, -4.3%, -2.4%, -10.3%, -0.9%

The results go on:
Below each compound: Tau fibril FP, aGal spleen mod, Tau fluor cs, GAA inh, GAA spleen mod, GAA glycogen, HTT cytoprotect, Tau ThT inhib
> COc1ccc(CCN(C)C(=O)C2CCN(Cc3ccc(C)cc3)CC2)cc1OC
→ 1.7%, 4.2%, -0.2%, 7.5%, 2.6%, -6.5%, ·, -3.6%
> C=CCn1c(=N)c(C(=O)NCCCOC)cc2c(=O)n3cc(C)ccc3nc21
→ -7.4%, 18.0%, -9.6%, ?, -0.8%, 3.8%, -35.8%, -9.3%
> N#CCCN(Cc1cccnc1)C(=S)NC(=O)c1ccc(S(=O)(=O)N2CCCC2)cc1
→ -1.0%, 1.9%, -0.5%, ?, -2.3%, 2.6%, -5.6%[10 µM], -2.0%
> COc1ccc(N=C2NC(=O)S/C2=C\c2ccc(N(C)C)cc2)cc1
→ ?, 3.0%, ?, -14.1%, 7.4%, -0.3%, -49.2%[inhibitor], 1.12µM*
> CN(C)/C=C/C(=O)c1ccc(F)cc1F
→ -3.4%, -3.8%, 3.5%, ·, 5.9%, 0.3%, 19.2%[10 µM], 5.1%
> CN1CC2=Cc3ccccc3OC23Oc2ccccc2C=C3C1
→ -6.9%, 3.7%, -18.9%, 6.4%, -1.6%, 8.7%, ?, ?
> O=C(/C=C/c1ccco1)Nc1ccc2c(c1)OCO2
→ 6.4%, -14.1%, 6.4%, -5.9%, -4.4%, -14.7%, -26.2%[10 µM], 3.3%
> C/C(=N\NC(=S)Nc1ccc(C)cc1)c1cc2ccccc2o1
→ -2.9%, 8.4%, ?, -10.8%, 10.6%, -28.2%, 8.6%[10 µM], ?
> COc1cccc(-c2[nH]nc3c2C(c2ccoc2)C(C#N)=C(N)O3)c1 (stereo not drawn)
→ 2.1%, 5.5%, -21.6%, ?, -0.1%, -13.5%, -2.4%, -17.9%
> O=C(Nc1ccc(S(=O)(=O)NC2=NCCCCC2)cc1)c1ccc(C(F)(F)F)cc1
→ -4.4%, -3.5%, 2.7%, ·, -6.2%, 1.3%, -2.0%[10 µM], ·
> O=C(O)c1ccc(COc2c(F)c(F)c(F)c(F)c2F)o1
→ -10.8%, -6.2%, -8.5%, -2.8%, -4.1%, 3.4%, -8.8%[10 µM], ?
> COc1cccc(C(=O)CC2c3c(c(Br)c4c(c3OC)OCO4)CCN2C)c1 (stereo not drawn)
→ -0.8%, -3.9%, -2.1%, ·, -5.4%, ·, -33.8%[inhibitor], -6.1%
> O=C1CCC/C1=C/Nc1cccc(F)c1
→ 1.8%, -1.7%, -6.5%, ·, -3.4%, -1.9%, -4.8%[10 µM], -17.2%
> COc1ccc(Cl)cc1C(=O)NNC1CC(=O)N(Cc2ccc(Cl)cc2)C1=O (stereo not drawn)
→ 8.3%, 2.7%, -24.1%, -15.2%, 6.0%, -1.7%, -16.5%[10 µM], ?
> CCOC(=O)c1[nH]c(C)c(C(=O)N(C)Cc2ccccc2)c1C
→ -13.8%, -9.2%, -13.3%, -1.1%, -14.9%, 9.3%, -20.4%[10 µM], -19.9%
> O=c1c2c([N+](=O)[O-])cc([N+](=O)[O-])cc2sn1-c1ccc(Br)cc1
→ 22.4µM*, -5.0%, ?, -17.5%, -5.2%, 14.4%, 4.7%[10 µM], 14.1µM*
> CC(C)(C)c1ccc(C(=O)Nc2cccc([N+](=O)[O-])c2)cc1
→ ?, 3.3%, 7.94µM*[quencher], 1.1%, -4.6%, -9.8%, ·, ?
> CCOc1ccccc1C(=O)NC1CC2CCCC(C1)N2Cc1ccccc1 (stereo not drawn)
→ -2.4%, 2.3%, -1.0%, 0.8%, -13.1%, 2.3%, 12.6%[1.9 µM], -3.7%
> O=C(Nc1ncccn1)c1cc(-c2cccc(Br)c2)nc2ccccc12
→ -10.0%, 5.8%, -22.7%, -12.3%, 1.6%, -4.5%, 1.0%[0.074 µM], -6.6%
> CCn1c(=N)n(CC(=O)c2ccc(OC)cc2)c2ccccc21
→ -2.6%, -1.9%, -22.9%, -3.4%, 6.0%, -7.0%, 6.2%, ?

Three of the entries above in order of the GAA spleen mod value, low to high:
| smiles | Tau fibril FP | GAA inh | GAA spleen mod | Tau ThT inhib |
| --- | --- | --- | --- | --- |
| O=c1c2c([N+](=O)[O-])cc([N+](=O)[O-])cc2sn1-c1ccc(Br)cc1 | 22.4µM* | -17.5% | -5.2% | 14.1µM* |
| O=C(O)c1ccc(COc2c(F)c(F)c(F)c(F)c2F)o1 | -10.8% | -2.8% | -4.1% | ? |
| NC(=O)c1cnn(-c2cccc(Cl)c2)c1N | -0.1% | · | -1.2% | -0.4% |

Some entries already given, reduced to Tau fibril FP, GAA glycogen and Tau fluor cs:
compound	Tau fibril FP	GAA glycogen	Tau fluor cs
O=C1CCC/C1=C/Nc1cccc(F)c1	1.8%	-1.9%	-6.5%
COc1ccc(Cl)cc1C(=O)NNC1CC(=O)N(Cc2ccc(Cl)cc2)C1=O (stereo not drawn)	8.3%	-1.7%	-24.1%

New compounds follow:
Below each compound: Tau fibril FP, aGal spleen mod, Tau fluor cs, GAA inh, GAA spleen mod, GAA glycogen, HTT cytoprotect, Tau ThT inhib
> CSc1nc(NC(C)=O)nc(C)c1Br
→ 6.6%, 5.9%, 3.2%, -4.2%, 7.9%, 7.1%, 10.6%[10 µM], 2.6%
> COCCNC(=O)C(c1ccc(F)cc1)N(C(=O)CCC(=O)Nc1nccs1)c1ccc(C)cc1 (stereo not drawn)
→ -2.9%, -11.3%, -15.7%, 5.7%, -5.9%, 8.9%, 42.7%[10 µM], -5.7%
> COCCNC(=O)c1ccc2c(c1)N=C(C)c1cc(C)ccc1S2
→ 0.1%, ·, -17.3%, ·, ·, 16.4%[76.3 µM], ·, -12.3%
> O=C(Nc1ccnc(-c2cccnc2)n1)c1ccc(F)cc1
→ -1.2%, 0.4%, 1.8%, 11.6%, -8.1%, -8.2%, 0.0%, 1.2%
